Anthrax LF inh2: Bacillus anthracis LF protease inhibitors, primary screen, biochemical, multiplex microsphere, MLPCN library | Lethal factor (Bacillus anthracis), P15917 | multiplex microsphere protease cleavage assay | inhibition, % at 10 µM | actives 0.12% (n = 360,000) | AID 588501, 2011; in the data active = inhibition above about 30%; inconclusive = no clear call, values can overlap the other calls; also: plate controls were buffer without enzyme for full effect and enzyme alone for no effect
Target sequence (P15917 whole entry, looked up): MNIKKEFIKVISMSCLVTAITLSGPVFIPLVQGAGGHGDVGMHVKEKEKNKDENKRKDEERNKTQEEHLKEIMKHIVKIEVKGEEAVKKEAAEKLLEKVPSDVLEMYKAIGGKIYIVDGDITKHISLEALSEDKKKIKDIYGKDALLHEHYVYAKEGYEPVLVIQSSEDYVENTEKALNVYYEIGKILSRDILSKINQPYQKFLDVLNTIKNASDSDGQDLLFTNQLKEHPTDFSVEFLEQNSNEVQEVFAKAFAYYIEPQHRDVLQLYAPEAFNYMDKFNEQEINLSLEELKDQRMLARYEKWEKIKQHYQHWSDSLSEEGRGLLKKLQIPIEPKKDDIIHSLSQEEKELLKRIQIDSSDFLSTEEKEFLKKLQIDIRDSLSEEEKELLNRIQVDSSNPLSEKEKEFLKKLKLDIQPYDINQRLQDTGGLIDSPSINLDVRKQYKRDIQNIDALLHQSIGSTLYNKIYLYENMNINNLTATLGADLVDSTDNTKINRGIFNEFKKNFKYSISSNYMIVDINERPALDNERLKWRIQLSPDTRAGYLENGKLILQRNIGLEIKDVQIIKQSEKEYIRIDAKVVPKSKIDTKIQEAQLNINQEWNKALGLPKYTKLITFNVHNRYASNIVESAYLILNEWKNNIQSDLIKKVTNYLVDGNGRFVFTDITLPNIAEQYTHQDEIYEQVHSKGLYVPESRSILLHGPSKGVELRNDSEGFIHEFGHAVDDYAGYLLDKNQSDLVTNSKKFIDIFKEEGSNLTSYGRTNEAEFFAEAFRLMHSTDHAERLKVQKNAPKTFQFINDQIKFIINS
BH1578 lux ind: inducers of Vibrio cholerae quorum light production without autoinducers, primary screen, BH1578 luxS cqsA deficient, single point; V. cholerae BH1578 lux reporter, luminescence, 6 h; activation, % at 18.7 µM; actives 0.16% (n = 350,000); AID 588436, 2011; in the data active = activation mostly above about 9.7%, no sharp cut-off; inconclusive = no clear call, values can overlap the other calls; inactive = mostly below about 3.7%; also: not every result past the cut was called active; inactives centre near 0; reference of the scale not given here
3CLpro inhibitor: SARS-CoV 3CLpro protease inhibitors, primary screen, biochemical, quenched FRET. Replicase polyprotein 1ab (Severe acute respiratory syndrome coronavirus), P0C6X7. recombinant SARS-CoV 3CLpro, quenched FRET peptide cleavage. inhibition, % at 6 µM. actives 0.14% (n = 290,000). AID 1706, 2009; in the data active = inhibition above about 12%
PfHsp40 yeast: rescue of yeast from PfHsp40 toxicity, primary screen, S. cerevisiae, ATP luminescence; S. cerevisiae expressing PfHsp40, growth rescue; growth rescue, % at 12.5 µM; actives 0.68% (n = 340,000); in the data active = growth rescue above about 28%, passing the limit was not always enough; inconclusive = no clear call, values can overlap the other calls;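 also: yeast W303a lacking pdr1 and pdr3 grown in galactose medium; growth measured after three days at 30 °C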
Rv3671c protease: Rv3671c serine protease inhibitors, primary screen, biochemical, fluorescence polarization, M. tuberculosis H37Rv | P9WHR9 | actives 0.048% (n = 320,000) | inhibition, % at 5.96 µM | AID 2606, 2010; in the data active = inhibition above about 38%;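 also: extracellular domain of Rv3671c used as enzyme; 0% = enzyme with DMSO and 100% = no enzyme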
PriA SSB inh: inhibitors of Klebsiella pneumoniae PriA binding to SSB C-terminal tail, primary screen, biochemical, AlphaScreen; inhibition, % at 33 µM; AID 1272365, 2023; actives 0.6% (n = 430,000); AlphaScreen SSBct-PriA binding, biotinylated peptide; in the data active = inhibition mostly above about 37%, no sharp cut-off; inactive = mostly below about 20%;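 also: plate controls were negative control peptide for no effect and reference peptide for full effect; strong numbers were not always called active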
Y pestis TopoI: Yersinia pestis topoisomerase I inhibitors, primary screen, biochemical, cleavage product accumulation, plate reader, single point; AID 504884, 2011; DNA topoisomerase I (Yersinia pestis CO92); activity, % at 10 µM; Y. pestis Topo-I cleavage product accumulation; actives 0.064% (n = 360,000); in the data active = activity above about 50%, passing the limit was not always enough; inconclusive = no clear call, values can overlap the other calls; also: inactives centre near 2
MazF activator: activators of E. coli MazEF toxin-antitoxin RNase, primary screen, biochemical, fluorescence, uHTS | actives 0.32% (n = 350,000) | AID 504720, 2011 | activation, % at 20 µM | FAM/BHQ RNA-DNA oligo cleavage fluorescence, 5 h | Endoribonuclease toxin MazF (Escherichia coli (strain K12)), P0AE70; in the data active = activation above about 50%
Target sequence (P0AE70 whole entry, looked up): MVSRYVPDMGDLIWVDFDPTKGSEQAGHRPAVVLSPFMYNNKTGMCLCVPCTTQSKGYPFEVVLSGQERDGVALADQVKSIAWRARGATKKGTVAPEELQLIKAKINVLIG
DUSP3 inh: VHR1 phosphatase inhibitors, primary screen, biochemical, absorbance, uHTS | Dual specificity protein phosphatase 3 (Homo sapiens), P51452 | recombinant VHR phosphatase, pNPP absorbance | inhibition, % at 13.3 µM | actives 0.52% (n = 290,000); in the data active = inhibition above about 50%; also: some compounds called inactive have numbers as strong as hits
TcdB inh: TcdB glycohydrolase inhibitors, primary screen, biochemical, single point, plate reader; AID 652162, 2013; actives 0.24% (n = 350,000); inhibition, % at 9.99 µM; Toxin B (Clostridioides difficile), P18177; TcdB glycohydrolase enzymatic assay; in the data active = inhibition above about 10%
The depositor's hits bear a star; i = inactive; ? = inconclusive; · = not tested or not shown; & = joins results of further samples. An excerpt (hit frequency here may not be typical).

entry	SMILES	Anthrax LF inh2	BH1578 lux ind	3CLpro inhibitor	PfHsp40 yeast	Rv3671c protease	PriA SSB inh	Y pestis TopoI	MazF activator	DUSP3 inh	TcdB inh
1	Cc1ccc(NS(=O)(=O)c2cc(Br)cnc2N)c(Cl)c1	-2	-0.3	5	2.4	-7	1	-4	0	10	2.1
2	Cc1ccc(C(=O)NNC(=O)CSc2nnc3c(n2)[nH]c2ccc(F)cc23)cc1	-9	·	2	-0.8	-2	-8	2	-1	57*	·
3	Cc1coc2c(C)c3oc(=O)c(CCC(=O)NCCCn4ccnc4)c(C)c3cc12	-3	-0.1	-1	0.0	6	-2	10	-27	8	1.1
4	O=C(COc1ccc(S(=O)(=O)N2CCCC2)cc1)NCc1cccnc1	11	i	-7	0.4	-7	9	2	6	14	1.4
5	CO/N=C(/CN1CCCCC1)c1ccc(Cl)cc1	6	-0.4	0	-0.8	11	·	9	16	-14	1.3
6	COc1cccc(C(=O)N(c2ccc(OC)cc2OC)C2C=CS(=O)(=O)C2)c1 (stereo unspecified)	-2	i	0	0.5	-8	-1	-5	15	3	0.7
7	COc1ccccc1CN(C)C(=O)c1ccc2c(c1)NC(=O)CS2	·	i	-3	0.5	2	-1	14	6	23	·
8	Cc1ccc(N2CC(NC(=O)C(=O)c3c(C)[nH]c4ccccc34)CC2=O)cc1 (stereo unspecified)	-4	1.4	·	-0.6	9	6	-3	4	·	3.3
9	COC(=O)c1ccccc1NC(=O)c1ccccc1NS(C)(=O)=O	0	1.0	-2	0.1	-7	-9	4	6	-25	·
10	O=C(CCN1C(=O)/C(=C/c2cccs2)SC1=S)Nc1ccc(C(=O)O)cc1	-3	-0.5	6	-1.3	-4	-8	3	-3	21	0.2
11	CCCCC[C@H]1CN(C2CCCCC2)C(=O)[C@@H]1CC(=O)NCc1ccc(OC)cc1	-4	i	3	3.2	-5	-24	21	2	-7	1.5
12	CC(NC(=O)OC(C)(C)C)C(=O)Oc1cc2oc(=O)cc(-c3ccccc3)c2cc1Cl (stereo unspecified)	-1	-4.5	0	4.6	-3	5	2	11	6	·
13	COc1ccc(-c2cc(C3CCN(c4cc(Cl)nc(N)n4)CC3)[nH]n2)cc1	-13	-0.3	2	2.8	-7	5	37	3	29	·
14	CC(C)(C)S(=O)(=O)Cc1nc(-c2ccc(Cl)c(Cl)c2)cs1	5	i	1	-1.2	-4	3	-2	1	27	0.9
15	COc1ccccc1CCC(=O)NNC(=O)c1ccncc1	·	i	·	-1.2	6	-7	13	5	·	-1.1
16	CC(Oc1ccccc1Cl)C(=O)N1CCCN(C)CC1 (stereo unspecified)	-1	-0.4	1	-2.3	-5	-1	3	-5	21	-0.2
17	Cc1ccc2nc(NC(=O)COC(=O)c3ccccn3)sc2c1	-3	-1.6	2	0.3	1	-8	10	11	11	0.6
18	CCOc1ccc(NC(=O)C2CCN(S(=O)(=O)c3ccc4c(c3)NC(=O)C(C)S4)CC2)cc1 (stereo unspecified)	-2	-0.9	5	-1.1	3	-5	14	14	1	-1.1
19	Cc1ccc2nsnc2c1N(S(C)(=O)=O)S(C)(=O)=O	2	-1.2	1	0.0	-7	-10	-2	5	-6	·
20	COCCN(Cc1cc2cc3c(cc2nc1Cl)OCO3)C(=O)c1cccc(C)c1	-1	i	0	1.1	0	-3	8	11	11	1.1
21	C[C@H](CO)N1C[C@H](C)[C@@H](CN(C)C(=O)Nc2ccc(C(F)(F)F)cc2)Oc2ccc(NC(=O)Nc3ccccc3)cc2C1=O	-4	-0.5	·	1.9	-123	-4	-1	-6	·	0.8&3.2
22	COC(=O)c1cc(S(=O)(=O)NCC(C)c2ccccc2)c[nH]1 (stereo unspecified)	0	i	·	·	·	·	-3	4	·	1.4
23	Cn1cc(CCC(=O)N2CCCC(Nc3ccc(F)cc3)C2)cn1 (stereo unspecified)	-1	2.4	1	4.4	-2	-2	6	9	17	0.7
24	CC(=O)c1c(C)[nH]c(C(=O)Nc2cccc(S(=O)(=O)N3CCCC3)c2)c1C	-7	i	·	-0.7	-6	-5	10	13	·	2.4
25	CC(C)(C)n1ncc2c(=O)n(CC(=O)Nc3ccc4c(c3)OCCO4)cnc21	-5	-0.5	2	0.1	-4	-8	-8	4	12	·
26	Cc1ccc(/C=C2\SC(=S)N(CCC(=O)NNS(=O)(=O)c3ccccc3)C2=O)cc1	-1	i	6	2.2	0	-1	11	-10	19	1.5
27	COc1ccc(C(=O)Nc2ccccc2[N+](=O)[O-])cc1S(=O)(=O)N1CCOCC1	0	-1.4	0	-0.2	·	-3	3	5	15	-3.8
28	O=C(Nc1cccc(C(F)(F)F)c1)C1CCCN(c2ncccn2)C1 (stereo unspecified)	-6	1.4	-1	1.5	4	-14	-2	0	12	·
29	CCCCCOc1ccc(Cn2ccnc2)cc1[N+](=O)[O-]	0	i	6	-1.3	-4	12	1	-1	-10	1.4
30	Cc1ccn2c(=O)nc(SCC(=O)Nc3cccc4ccccc34)nc2c1	?	-0.3	·	0.5	6	1	-1	-3	·	-0.4
31	CCC(C)NC(=O)c1cn(C)c(=O)c2cc(OC)c(OC)cc12 (stereo unspecified)	-5	·	0	-0.7	-1	-10	9	-2	-8	·
32	COc1ccc(C(=O)N/N=C/c2ccc(SC)cc2)cc1	-1	0.4	-3	-1.6	-1	·	9	-5	-14	0.3
33	COc1ccc(Nc2nnc(SCC(=O)c3cc(C)n(CC4CCCO4)c3C)s2)cc1 (stereo unspecified)	-5	-0.3	1	1.7	6	-9	2	-5	2	·
34	COc1ccc(-c2csc(N(C)C(=O)c3ccco3)n2)cc1	-10	i	-6	-0.5	-6	-14	-5	-4	-16	0.0
35	C/C(=N\NS(=O)(=O)c1ccc(Cl)c([N+](=O)[O-])c1)c1ccc(C)o1	3	1.9	2	-1.0	-9	·	-2	4	3	·
36	Cc1nc2ccccc2c2oc(C(=O)NCCCN3CCCC3=O)cc12	-6	0.4	2	0.3	-1	-11	7	8	16	0.2
37	CC(=O)c1cccc(N(CC(=O)NC2CCCCC2)C(=O)c2csnn2)c1	-2	4.0	0	-0.7	7	0	-1	1	12	-0.1
38	CCN(CC)CCNc1ncnc2c1sc1nc(N3CCOCC3)c3c(c12)CCCC3	-1	i	-8	-0.4	-10	24	23	15	33	4.9
39	CCOc1ccc(C(=O)Nc2nnc(NC(=S)Nc3ccccc3)s2)cc1	2	-0.3	3	-0.8	-40	-6	11	-5	26	-2.7
40	Cc1cc2ccccc2c(=O)n1CC(=O)Nc1ccc2c(c1)OCCO2	0	-1.0	0	-0.3	2	-11	3	-4	25	·
41	CCOCCCNC(=O)c1ccc(NC(C)=O)cc1	-2	-1.3	-1	1.3	3	-12	0	-7	-11	·
42	N#CC1=C(N)Oc2c(ccc3ccccc23)C1c1cccs1 (stereo unspecified)	·	·	0	·	-4	-7	·	59*	23	·
43	CCCCNC(=O)c1ccccc1C(=O)NC1(C(=O)NCCCC)CCCC1	0	-0.8	·	-0.7	·	-4	-2	3	·	-5.1
44	COc1ccc(-c2cc(C#N)nc(N3CCN(c4ccccc4)CC3)n2)cc1	-1	-4.8	-2	0.1	-4	-5	1	-11	53*	·
45	C#Cc1ccc([C@H]2C=C(C(=O)N3CCOCC3)O[C@@H](OCC)[C@@H]2CCCO)cc1	1	i	-2	-0.4	-7	-7	-9	2	7	-0.5&0.4
46	COc1ccc2cc(CN(CC3COCCO3)S(=O)(=O)c3ccccc3)c(=O)[nH]c2c1 (stereo unspecified)	0	-0.4	3	0.1	·	-7	-4	4	42	·
47	CN(C(=O)C12CC3CC(CC(C3)C1)C2)C1CCS(=O)(=O)C1 (stereo unspecified)	-4	-2.6	1	-0.5	6	-8	-11	21	21	·
48	O=S(=O)(CCCc1ccccc1)c1ncn[nH]1	0	i	-6	-1.6	7	-11	5	2	-4	·
49	CC(C)CN(CC(C)C)C(=O)CN1c2cccc3cccc(c23)S1(=O)=O	-2	-0.4	6	29*	1	1	4	-4	-7	1.2
50	Cc1oc(-c2cccc(Br)c2)[n+]([O-])c1C	0	-0.5	-3	-0.6	5	-4	10	-5	13	1.1
51	CC[C@]1(C(=O)OC)[C@H]2C(=O)N(Cc3ccccc3)C(=O)[C@H]2[C@H]2CN=C(SCc3ccc(C#N)cc3)N21	3	i	·	1.5	·	-9	22	1	·	1.1
52	COc1ccc(N(C)S(=O)(=O)c2cccc(C(=O)OCC(=O)NCc3ccccc3OC)c2)cc1	-16	-0.4	5	0.9	1	0	1	-5	-9	0.2
53	COc1ccc(OC)c(S(=O)(=O)N2CCCC(C(=O)NCc3cccnc3)C2)c1 (stereo unspecified)	-5	-0.2	-4	-0.4	-1	-15	8	7	8	0.5
54	CCOC(=O)N1CCN(CC(=O)Nc2cc(OC)c(OC)cc2C#N)CC1	-2	1.0	3	2.5	-1	7	-8	8	12	0.3
55	CC(=O)N1CCOc2ccc(S(=O)(=O)NCCc3cccc(C)c3)cc21	-5	-0.9	-6	-0.6	4	6	8	1	7	2.0
56	CC(C)(C)c1ccc(C(=O)N/N=C2\C3CN4CCN(C3)CC2(c2ccccc2)C4)cc1	-1	-2.1	-2	-0.4	-2	·	11	-7	13	·
57	CCSc1nc(O)c(C(c2cccc(OC)c2)c2c(O)nc(SCC)[nH]c2=O)c(=O)[nH]1	-2	-0.7	0	-1.2	-10	-1	0	1	8	-3.7

Screening data (PubChem BioAssay)
